RORg inh: qHTS for inhibitors of ROR gamma transcriptional activity | Drosophila S2 Gal4-RORgamma UAS-luciferase reporter, 20 h | 310,000 compounds, 5.4% hits | Potency, µM (highest dose often 53.6 µM), inactives show top-dose activity change, negative = inhibition, hits mostly inhibitors | Nuclear receptor ROR-gamma (Mus musculus), P51450; note: % is set by controls: 0 for no effect and ±100 for the full control effect; nearly all actives have a fitted effect of over 60% in size
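Luminescence from a UAS-regulated Photinus luciferase reporter in stably transfected Drosophila Schneider cells is measured; decreased signal marks ROR gamma inhibition. Fusion expression is induced by 700 uM copper sulfate for 20 hr.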
FLuc counter: qHTS profiling assay for firefly luciferase inhibitor/activator using purifed enzyme and Km concentrations of substrates (counterscreen for miR-21 project); purified FLuc, Km substrates, luminescence inhibition; 360,000 compounds, 6.9% hits; Potency, µM (doses to about 57.5 µM), for inactives: at the highest dose activity change, negative = inhibition, hits mostly inhibitors;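 note: plate controls were vehicle for no effect and reference inhibitor for full effect; nearly all actives have a fitted effect of over 55% in size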
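Biochemical qHTS of compounds, final roughly 60 µM downward over six points, against 10 nM purified firefly luciferase using Km concentrations of substrates (10 uM D-luciferin, 10 uM ATP) in Tris acetate pH 7.5 buffer; luminescence output.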
MBNL1-CUG inh: qHTS Assay for Inhibitors of MBNL1-poly(CUG) RNA binding | Muscleblind-like protein 1 (Homo sapiens), Q9NR56 | TR-FRET MBNL1-His/biotin-(CUG)12 binding, 665/545 ratio | Potency, µM (highest dose often 57.5 µM), for the others: at the top dose activity change, negative = inhibition, most hits filed as inhibitors | 280,000 compounds, 0.036% hits; active = well fitted inhibition curve with a large enough effect in the signal ratio, with a control signal flat, not every such curve was filed as active; inconclusive = small, poorly fitted or top-dose-only effect, or effect the other way, or a change in a side signal; inactive = no such curve, though single readings can be large or run the other way; the % refers to the signal ratio; note: % is set by controls: 0 for no effect and ±100 for the full control effect
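His-tagged MBNL1 binding to biotinylated (CUG)12 RNA was measured by TR-FRET using terbium anti-His antibody (0.055 ng/ul final) and streptavidin-XL665 (5 nM final). Compounds were titrated 92 nM to 58 uM; 60 min at room temperature.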
Rab9 promoter act: qHTS Assay for Rab9 Promoter Activators | Potency, µM (titrated, usually from 9.22 µM), inactives show at the top dose activation, negative = inhibition, actives largely listed as activators | AID 485297, 2010 | Huh7 Rab9 promoter-luciferase reporter, luminescence, 24 h | 320,000 compounds, 2.8% hits; note: % of control where 0% means no effect; nearly all actives have a fitted effect of over 60% in size
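Cell-based reporter: Huh7 stable for Rab9 promoter-driven luciferase, plated in reduced-serum medium with 10% FBS at 1500 cells/well, compound-treated 24 h at 37 °C, luminescence read after 10 min reagent.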
p53 reactivation: qHTS assay for re-activators of p53 using a Luc reporter; H1299 p53-A138V BP100-luciferase reporter, luminescence, 24 h; AID 504706, 2011; 320,000 compounds, 0.063% hits; Potency, µM (titrated, usually from 92.2 µM), inactives show top-dose activity change, positive = activation, usual class: activators; note: % of control where 0% means no effect; nearly all actives have a fitted effect of over 45% in size
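p53-null H1299 cells stably carrying temperature-sensitive p53-A138V and a BP100-luciferase reporter were pinned with compounds (4-point, 1:5 series) and held 24 hrs at 37 deg C. Luminescence was read 10 min after detection reagent.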
uPA generation: qHTS for Inhibitors of Cell Surface uPA Generation; cell surface uPA generation assay, qHTS; Potency, µM (top dose mostly 38.3 µM), for inactives: at the highest dose activity change, negative = inhibition, usual class: inhibitors; 330,000 compounds, 0.31% hits; AID 540303, 2011; active = well fitted inhibition curve with a large enough effect; inconclusive = small, poorly fitted or top-dose-only effect; inactive = no such curve, though single readings can be large or run the other way; tested in mouse RAW 264.7 cells; note: % is set by controls: 0 for no effect and ±100 for the full control effect; nearly all actives have a fitted effect of over 55% in size
Gal4-VP16 FLuc: VP16 counterscreen qHTS for inhibitors of ROR gamma transcriptional activity; Drosophila S2 Gal4-VP16 UAS-luciferase, luminescence, 20 h; Potency, µM (top dose mostly 53.6 µM), without a hit: at the top dose activity, negative = inhibition, actives largely listed as inhibitors; 310,000 compounds, 3.5% hits; AID 2546, 2010;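 note: Gal4-VP16 expression switched on by copper sulfate through the metallothionein promoter; % is set by controls: 0 for no effect and ±100 for the full control effect; nearly all actives have a fitted effect of over 50% in size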
BRCA1 expr act: qHTS Assay to Identify Small Molecule Activators of BRCA1 Expression. MCF7-BRCA1-FFLuc reporter, luminescence, 48 h; response scale: scaled: vehicle 0%, 10 µM genistein 100%. Potency, µM (titrated, usually from 46.1 µM), inactives show at the highest dose activation, most hits filed as activators. 380,000 compounds, 1.1% hits. AID 624202, 2012; note: nearly all actives have a fitted effect of over 80% in size; some results filed as inactive show a strong effect at the top dose
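Luminescence from a BRCA1-driven firefly luciferase in MCF7 cells was the read-out, taken 15 min after substrate addition following 48 h compound exposure at 37 °C. Data were normalized to a 10 microM genistein control and DMSO vehicle.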
NPC1 prom act: qHTS Assay for NPC1 Promoter Activators; Potency, µM (highest dose often 9.22 µM), for inactives: top-dose activation, actives largely listed as activators; Huh7 NPC1 promoter luciferase reporter, 24 h; 320,000 compounds, 2.4% hits;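 note: % of control where 0% means no effect; nearly all actives have a fitted effect of over 60% in size; reporter is driven by a mutant NPC1 promoter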
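NPC1 promoter–luciferase Huh7 cells; 24 h compound; luminescence.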
ELG1 genotox: qHTS screen for small molecules that induce genotoxicity in human embryonic kidney (HEK293T) cells expressing luciferase-tagged ELG1. AID 504466, 2011. 330,000 compounds, 1.3% hits. HEK293T ELG1-luciferase reporter, luminescence, 16 h. Potency, µM (highest dose often 46 µM), for inactives: top-dose activity change, positive = activation, usual class: activators; note: % of control where 0% means no effect; nearly all actives have a fitted effect of over 60% in size
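Reporter readout depends on ELG1 protein level, which increases with genetic stress. After 16 hr compound exposure at 37 °C, luciferase activity was quantified using ONE-Glo.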
CXXC DNA block: qHTS Fluorescence Polarization Assay for Inhibitors of MLL CXXC domain - DNA interaction; Histone-lysine N-methyltransferase 2A (Homo sapiens), Q03164; MLL-CXXC / FITC-HOXA9 DNA fluorescence polarization; Potency, µM (doses to about 115 µM), without a hit: at the top dose activity change, negative = inhibition, usual class: inhibitors; 290,000 compounds, 0.037% hits; AID 2662, 2010; active = well fitted inhibition curve with a large enough effect in the polarisation, with a control signal flat, not every such curve was filed as active; inconclusive = small, poorly fitted or top-dose-only effect, or effect the other way, or a change in a side signal; inactive = no such curve, though single readings can be large or run the other way; the % refers to the polarisation
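Fluorescence polarization: 7 uM MLL-CXXC (stock) preincubated 5 min with compounds, then 50 nM fluorescein-HOX-A9 DNA (stock) added; 30 min ambient. Buffer 50 mM Tris-HCl pH 7.5, 50 mM NaCl, 1 mM DTT, 0.05% BSA.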
* = called active by the depositor; & = joins results of further samples; [ ] = remark or other dose. Unless noted, calls come from the whole dose curve; as a rule, active = well fitted curve in the direction sought with a large enough effect; inconclusive = small, poorly fitted or top-dose-only effect, or another doubt; inactive = no such curve, though single readings can be large; an effect the other way counts as inactive or inconclusive. Potency is the fitted concentration of half-maximal effect.

How did COc1ccc(-c2sc3ccccc3c2C#CCO)cc1 do in these assays?
RORg inh: -22.5%; FLuc counter: inconclusive; MBNL1-CUG inh: 32.2%; Rab9 promoter act: -3.9%; p53 reactivation: 10.0%; uPA generation: -5.4%; Gal4-VP16 FLuc: -0.9%; BRCA1 expr act: -49.2%; NPC1 prom act: -4.0%; ELG1 genotox: 3.3%; CXXC DNA block: -1.2%

How did O=C(COC(=O)c1cccc(S(=O)(=O)N2CCCC2)c1)Nc1ccccc1 do in these assays?
RORg inh: 3.8%; FLuc counter: -6.3%; MBNL1-CUG inh: 6.9%; Rab9 promoter act: -1.3%; p53 reactivation: -4.2%; uPA generation: 0.6%; Gal4-VP16 FLuc: 3.5%; BRCA1 expr act: -24.6%; NPC1 prom act: -1.7%; ELG1 genotox: 2.2%; CXXC DNA block: 3.4%

How did O=c1c2c3n(c(=O)nc2[nH]n1-c1ccccc1)CCCCC3 do in these assays?
RORg inh: 30.2%; FLuc counter: -18.9%; MBNL1-CUG inh: 23.5%; Rab9 promoter act: 7.4%; p53 reactivation: 4.3%; uPA generation: 1.4%; Gal4-VP16 FLuc: -3.5%; BRCA1 expr act: 31.1%; NPC1 prom act: -0.7%; ELG1 genotox: 9.7%; CXXC DNA block: 7.5%

Results for CC(CC(=O)N1CCN(S(=O)(=O)c2ccc([N+](=O)[O-])cc2)CC1)c1ccccc1 (configuration not stated) ?
Rab9 promoter act: -3.9%; p53 reactivation: 10.4%; uPA generation: 2.3%; BRCA1 expr act: -0.8%; NPC1 prom act: -3.4%; ELG1 genotox: -3.7%

What do the screens show for `O=C(Nc1ccc(N2CCOCC2)c(Cl)c1)c1c(F)c(F)c(F)c(F)c1F`?
RORg inh: -38.3%; FLuc counter: -8.5%; MBNL1-CUG inh: -5.6%; Rab9 promoter act: -12.8%; p53 reactivation: 0.9%; uPA generation: -10.0%; Gal4-VP16 FLuc: inconclusive; BRCA1 expr act: -9.1%; NPC1 prom act: -15.6%; ELG1 genotox: 2.0%; CXXC DNA block: -7.0%

How did Cn1c2ccccc2c(=O)c2ccc(F)cc21 do in these assays?
RORg inh: -22.1%; FLuc counter: -5.9%; MBNL1-CUG inh: inconclusive; Rab9 promoter act: 4.3%; uPA generation: -28.4%; Gal4-VP16 FLuc: -2.7%; BRCA1 expr act: inconclusive; NPC1 prom act: -0.7%; ELG1 genotox: 15.9%; CXXC DNA block: -1.2%

What do the screens show for `COc1ccc(CNC(=O)CCS(=O)(=O)c2cc3c(cc2Cl)NC(=O)CO3)cc1`?
RORg inh: -24.2%; FLuc counter: 0.1%; MBNL1-CUG inh: -3.5%; Rab9 promoter act: -2.3%; p53 reactivation: 2.8%; uPA generation: 7.5%; Gal4-VP16 FLuc: -3.3%; BRCA1 expr act: -2.3%; NPC1 prom act: -1.7%; ELG1 genotox: 0.1%[9.26 µM]; CXXC DNA block: 8.6%

What do the screens show for `Cc1ccc(-n2c(-c3ccco3)nc3nc4ccccc4nc32)cc1`?
RORg inh: 7.0%; FLuc counter: 0.5%; MBNL1-CUG inh: 34.3%[activator]; Rab9 promoter act: -10.9%; p53 reactivation: -5.7%; uPA generation: -18.9%; Gal4-VP16 FLuc: 3.4%; BRCA1 expr act: -18.9%; NPC1 prom act: -1.2%; ELG1 genotox: -1.6%; CXXC DNA block: 9.0%

Results for COCCn1nnnc1C(c1ccccc1)N1CCN(C(=O)c2ccco2)CC1 (configuration not stated) ?
RORg inh: 20.0%; FLuc counter: 4.2%; MBNL1-CUG inh: -0.3%; Rab9 promoter act: 3.9%; p53 reactivation: 2.8%; uPA generation: -1.3%; Gal4-VP16 FLuc: 17.0%; BRCA1 expr act: 0.0%; NPC1 prom act: 0.2%; ELG1 genotox: 1.7%; CXXC DNA block: -8.6%

Results for CCCOc1ccc(-c2nnc(-c3cccs3)o2)cc1 ?
RORg inh: 5.01µM*; FLuc counter: 0.675µM*; MBNL1-CUG inh: -1.2%; Rab9 promoter act: 0.562µM*; uPA generation: -9.0%; Gal4-VP16 FLuc: inconclusive; BRCA1 expr act: 11.3%; NPC1 prom act: 0.708µM*; ELG1 genotox: inconclusive; CXXC DNA block: 7.0%

What do the screens show for `COC(=O)c1cc(OC)c(OC)cc1NC(=O)C(C)c1ccc([N+](=O)[O-])cc1` (configuration not stated)?
RORg inh: 24.2%; FLuc counter: 1.7%; MBNL1-CUG inh: 1.1%; Rab9 promoter act: 2.3%; p53 reactivation: 1.3%; uPA generation: -7.4%; Gal4-VP16 FLuc: -0.6%; BRCA1 expr act: -7.0%; NPC1 prom act: -2.3%; ELG1 genotox: 1.0%; CXXC DNA block: 9.9%

Results for O=c1c2ccccc2c(C=NCCc2ccccc2)c(O)n1Cc1ccccc1 ?
RORg inh: -2.4%; FLuc counter: -1.0%; MBNL1-CUG inh: 4.0%; Rab9 promoter act: -5.1%; p53 reactivation: -1.5%; uPA generation: -2.3%; Gal4-VP16 FLuc: -3.8%; BRCA1 expr act: -3.2%; NPC1 prom act: -3.3%; ELG1 genotox: -2.3%; CXXC DNA block: -3.3%

What do the screens show for `CC(C)CN(C(=O)COC(=O)c1ccc([N+](=O)[O-])o1)C1CCS(=O)(=O)C1` (configuration not stated)?
RORg inh: inconclusive; FLuc counter: 2.8%; MBNL1-CUG inh: inconclusive; Rab9 promoter act: -1.7%; p53 reactivation: 12.3%; uPA generation: 4.3%; Gal4-VP16 FLuc: inconclusive; BRCA1 expr act: -6.9%; NPC1 prom act: -0.9%; ELG1 genotox: -3.4%; CXXC DNA block: -14.6%

Results for CNC(=O)NC(=O)C(C)OC(=O)c1c(C)noc1C (configuration not stated) ?
RORg inh: 0.1%; FLuc counter: 4.8%; MBNL1-CUG inh: 2.9%; Rab9 promoter act: -1.1%; p53 reactivation: -8.2%; uPA generation: -6.6%; Gal4-VP16 FLuc: 4.1%; BRCA1 expr act: 2.0%; NPC1 prom act: -1.1%; ELG1 genotox: 1.3%; CXXC DNA block: 1.3%

How did O=[N+]([O-])c1ccc(-n2cccc2/C=N/Nc2nc(N3CCCCC3)nc(N3CCCCC3)n2)cc1 do in these assays?
RORg inh: 8.0%; FLuc counter: -2.3%; MBNL1-CUG inh: 4.3%; Rab9 promoter act: -0.6%; p53 reactivation: 1.8%; Gal4-VP16 FLuc: -15.1%; NPC1 prom act: -9.0%; ELG1 genotox: -9.1%; CXXC DNA block: 4.0%

What do the screens show for `CCOC(=O)Cc1csc(SCc2nc3ccccc3c(=O)[nH]2)n1`?
RORg inh: 6.4%; FLuc counter: -4.3%; MBNL1-CUG inh: 0.8%; Rab9 promoter act: -0.6%; p53 reactivation: -4.4%; uPA generation: 2.1%; Gal4-VP16 FLuc: -7.5%; BRCA1 expr act: 2.0%; NPC1 prom act: -1.6%; ELG1 genotox: 0.1%; CXXC DNA block: -1.9%

What do the screens show for `COC(=O)c1ccc(Cl)c(NC(=O)CN(c2ccccc2)S(=O)(=O)c2ccc(OC)cc2)c1`?
RORg inh: inconclusive; FLuc counter: 2.6%; MBNL1-CUG inh: -12.4%; Rab9 promoter act: -2.5%; p53 reactivation: 7.6%; uPA generation: -4.6%; Gal4-VP16 FLuc: -9.2%; BRCA1 expr act: -45.7%; NPC1 prom act: -0.1%; ELG1 genotox: -6.8%; CXXC DNA block: 7.2%

What do the screens show for `COC(=O)c1nnn(CC(=O)NC(=O)Nc2c(C)cccc2C)c1C(=O)OC`?
RORg inh: 18.6%; FLuc counter: 0.1%&-2.1%; MBNL1-CUG inh: -7.4%; Rab9 promoter act: 0.9%; p53 reactivation: 6.8%; uPA generation: -2.0%; Gal4-VP16 FLuc: -7.1%; BRCA1 expr act: -9.6%; NPC1 prom act: -3.1%; ELG1 genotox: -0.6%; CXXC DNA block: -2.2%

Results for N#Cc1ccc(NC(=O)c2cc(S(=O)(=O)N3CCOCC3)ccc2N2CCCC2)cc1 ?
FLuc counter: -1.1%; Rab9 promoter act: -3.9%; p53 reactivation: -4.2%; uPA generation: 0.8%; BRCA1 expr act: -17.3%; NPC1 prom act: -5.9%; ELG1 genotox: -3.5%

What do the screens show for `CN(Cc1ccc(Cl)c(Cl)c1)C(=O)C1=CC=CN2CCS(=O)(=O)N=C12`?
FLuc counter: 5.4%; Rab9 promoter act: -16.9%; p53 reactivation: -0.3%; uPA generation: 2.3%; BRCA1 expr act: 3.2%; NPC1 prom act: -13.1%; ELG1 genotox: -3.1%

Screening results as filed in PubChem.

Only part of the results is shown. The share of hits here may be higher or lower than overall.
